Screens: PubChem BioAssay, several laboratories
GSTO1 inh – inhibitors of recombinant GSTO1, primary screen, counter-screen for RBBP9 inhibitor project, biochemical, fluorescence polarization; AID 1974, 2009; activity-based probe fluorescence polarization; inhibition, % at 5.96 µM; 300,000 compounds, 1.1% hits;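 active means inhibition above the campaign mean inhibition plus 3 SD, cut at about 35% in these data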;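 further: 0% = GSTO1-1 with DMSO and 100% = wells lacking GSTO1-1 enzyme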
Target sequence (P78417 whole entry, looked up): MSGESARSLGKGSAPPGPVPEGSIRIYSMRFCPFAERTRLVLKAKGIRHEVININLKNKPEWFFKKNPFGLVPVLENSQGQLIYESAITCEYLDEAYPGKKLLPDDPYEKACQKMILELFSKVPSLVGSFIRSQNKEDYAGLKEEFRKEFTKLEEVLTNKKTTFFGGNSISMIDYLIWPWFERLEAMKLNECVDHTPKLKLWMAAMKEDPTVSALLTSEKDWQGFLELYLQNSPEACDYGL
MCL1-BIM inh – inhibitors of MCL1 binding to BIM-BH3, primary screen, biochemical, fluorescence polarization. 320,000 compounds, 0.68% hits. GST-MCL1 / FITC-Bim-BH3 fluorescence polarization. inhibition, % at 10.9 µM. Induced myeloid leukemia cell differentiation protein Mcl-1 (Homo sapiens), Q07820;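 active means inhibition above the mean inhibition of all tested compounds plus 3 SD, set per campaign, cut at about 40% in these data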;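 further: 0% = DMSO wells and 100% = unlabeled Bim-BH3 peptide control; higher means more loss of mP so more displacement of Bim peptide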
Target sequence (Q07820 whole entry, looked up): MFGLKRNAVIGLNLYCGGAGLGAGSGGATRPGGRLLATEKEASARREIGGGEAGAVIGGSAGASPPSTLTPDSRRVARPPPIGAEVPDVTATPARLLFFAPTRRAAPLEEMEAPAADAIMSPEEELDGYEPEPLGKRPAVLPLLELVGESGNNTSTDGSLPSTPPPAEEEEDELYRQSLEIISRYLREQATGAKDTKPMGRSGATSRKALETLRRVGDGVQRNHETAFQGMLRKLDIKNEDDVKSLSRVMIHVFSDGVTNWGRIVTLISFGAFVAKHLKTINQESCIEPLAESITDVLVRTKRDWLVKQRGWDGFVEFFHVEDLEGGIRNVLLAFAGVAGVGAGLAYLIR
Fam108B counter – mouse Fam108B serine hydrolase inhibitors, primary screen, counter-screen for RBBP9 inhibitor project, biochemical, fluorescence polarization; recombinant Fam108B, FP-Rh probe fluorescence polarization; inhibition, % at 9.51 µM; 300,000 compounds, 0.33% hits; AID 1947, 2009;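 active means inhibition above the screen mean inhibition plus 3 SD, computed separately per campaign, cut at about 18% in these data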;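 further: inhibitors lower polarization as less probe binds the enzyme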
PME-1 inh – PME-1 inhibitors via competitive probe labeling, primary screen, biochemical, fluorescence polarization, FP-Rh probe, HTS; Protein phosphatase methylesterase 1 (Homo sapiens), Q9Y570; recombinant PME-1; inhibition, % at 5.9 µM; 320,000 compounds, 0.53% hits; AID 2130, 2009;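 active means inhibition above the campaign mean of all compounds plus 3 SD, cut at about 26% in these data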;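 further: competitive labeling of PME-1 active site by serine hydrolase directed probe; 0% = PME-1 with DMSO and 100% = wells lacking PME-1 enzyme; inhibitors block probe labeling so polarization falls and inhibition rises; many of its hits are not listed in these tables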
PAD4 FP inh – human PAD4 inhibitors, primary screen, biochemical, fluorescence polarization, 1536-well format; Protein-arginine deiminase type-4 (Homo sapiens), Q9UM07; recombinant PAD4, RCA probe fluorescence polarization; inhibition, % at 6.36 µM; 330,000 compounds, 0.41% hits; AID 485272, 2010;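 active means percent inhibition above a cutoff equal to the mean of all tested compounds plus 3 SD, cut at about 15% in these data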;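 further: 0% = PAD4 with RCA probe and DMSO and 100% = probe without PAD4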
MEX-5 binding – MEX-5 zinc finger RNA-binding disruptors – biochemical, C. elegans, fluorescence polarization, MLPCN library, primary screen; Zinc finger protein mex-5 (Caenorhabditis elegans), Q9XUB2; MEX-5/FITC-TCR2 RNA binding; hits give low values; activity score (negative = inhibition of binding), % at 10 µM; 300,000 compounds, 0.38% hits; AID 1832, 2009;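 active means inhibition past about -25% in most replicates, and total fluorescence under double the plate's negative control median, limit read from the data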;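 further: 0% = DMSO and -100% = 5 µM competing unlabeled TCR2 RNA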
TPT1 inhibitor – Candida albicans TPT1 enzyme inhibitors, primary screen, biochemical, fluorescence polarization | recombinant caTPT1, FP RNA substrate dephosphorylation | inhibition, % at 5 µM | 300,000 compounds, 0.81% hits;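 active means inhibition above the mean of all tested compounds plus 3 SD, set per screening campaign, cut at about 24% in these data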;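 further: plate controls were DMSO alone for no effect and ferristatin control at 100 nM for full effect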
GLD-1 TGE inh – GLD-1/TGE RNA complex disruptors, primary screen, biochemical, fluorescence polarization. Female germline-specific tumor suppressor gld-1 (Caenorhabditis elegans), Q17339. purified GLD-1 + fluorescein TGE RNA. inhibition, % at 5.96 µM. 320,000 compounds, 0.44% hits;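 active means percent inhibition above a per-plate cutoff, the plate mean of test compounds plus 3 SD, cut at about 30% in these data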;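 further: 0% = DMSO wells with GLD-1 and probe and 100% = wells lacking GLD-1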
Target sequence (Q17339 whole entry, looked up): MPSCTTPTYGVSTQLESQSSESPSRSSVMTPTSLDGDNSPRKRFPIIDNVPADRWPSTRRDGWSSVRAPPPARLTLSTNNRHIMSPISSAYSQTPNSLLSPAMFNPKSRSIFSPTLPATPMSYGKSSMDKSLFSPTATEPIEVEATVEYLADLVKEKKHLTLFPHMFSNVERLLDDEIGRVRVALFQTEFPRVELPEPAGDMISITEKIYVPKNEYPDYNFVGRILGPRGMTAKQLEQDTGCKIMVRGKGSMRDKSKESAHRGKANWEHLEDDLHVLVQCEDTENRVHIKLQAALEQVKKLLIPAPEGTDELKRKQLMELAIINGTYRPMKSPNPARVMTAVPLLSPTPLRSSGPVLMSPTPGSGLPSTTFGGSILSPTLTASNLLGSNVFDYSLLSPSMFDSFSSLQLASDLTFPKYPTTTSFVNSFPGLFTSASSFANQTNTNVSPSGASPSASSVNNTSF
Bcl-xL primary – inhibitors of human Bcl-xL, primary screen, biochemical, fluorescence polarization, HTS; 320,000 compounds, 0.7% hits; GST-Bcl-xL / FITC-Bim BH3 peptide fluorescence polarization; inhibition, % at 10.9 µM;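 active means inhibition above the mean of all tested compounds plus 3 SD, cutoff set per campaign, cut at about 30% in these data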;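 further: 0% = DMSO wells and 100% = unlabeled Bim-BH3 peptide competitor; inhibitors lower millipolarization by displacing the labeled peptide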
Numbers without * were called inactive; / = no result given.

SMILES	Bcl-xL primary	GSTO1 inh	GLD-1 TGE inh	PAD4 FP inh	PME-1 inh	TPT1 inhibitor	MCL1-BIM inh	MEX-5 binding	Fam108B counter
Cn1c(=O)c2c(nc(Sc3ncccn3)n2Cc2ccccc2Cl)n(C)c1=O	7	-7	6	6	6	-2	5	0.6	2
O=C(NNC(=O)C1CCN(S(=O)(=O)c2cccc(C(F)(F)F)c2)CC1)C1CC1	-2	-1	6	-4	4	-2	-8	-1.3	-1
Cc1ccc(CS(=O)(=O)CCC(=O)NCCC2=CCCCC2)cc1	-1	2	0	4	2	3	1	0.2	-3
CCCCCOc1cccc(C2C(C(=O)c3cccs3)=C(O)C(=O)N2CCN2CCOCC2)c1 (configuration not stated)	3	0	4	3	3	1	-5	1.9	-3
COc1ccc(CCNC(=O)CO/N=C/c2cc3c(cc2Br)OCO3)cc1OC	8	5	11	1	-2	3	1	/	3
Cc1ccc(-c2cc(=O)c3cc(F)ccc3[nH]2)cc1	2	0	8	3	-3	-1	7	2.2	1
COc1ccc(C(=O)/C=C/c2ccc(OC)c(Cn3nnc4ccccc43)c2)cc1	0	-27	2	2	-5	4	3	-1.4	-5
COc1ccc(CCNS(=O)(=O)c2ccc(Br)s2)cc1	6	5	-4	-3	1	1	4	1.2	1
CC1CCCC(C)N1CCNC(=O)Cn1nc(-c2ccccc2)ccc1=O (configuration not stated)	6	4	-1	-1	-2	-2	8	-1.1	3
O=C(O)Cn1c(Cc2ccccc2)nc2ccccc21	5	7	7	3	-7	1	-4	-3.2	4
CCn1nnnc1-c1ccc(OC)c(S(=O)(=O)N2CCCCC2)c1	-1	8	3	-1	-7	-1	4	1.0	1
CCOC(=O)c1c(-c2ccccc2)c(C(C)=O)c(=O)n(C)c1C	1	7	6	4	0	-1	3	1.9	5
CCN(CC)CCOC(=O)c1ccc(Cl)cc1Cl	5	7	2	3	-2	0	4	-0.1	-2
NCCOc1ccc(C2CCCCC2)cc1	6	7	3	1	-1	-1	-1	-1.5	2
O=C(O)CCCNS(=O)(=O)/C=C/c1ccccc1	2	1	0	-1	-2	2	-2	1.7	1
CN(CC(=O)Nc1ccccc1C(F)(F)F)C(=O)CCc1nc2ccccc2c(=O)[nH]1	7	-1	9	-1	-2	-3	5	-1.0	-3
O=C(CSCc1cc(=O)n2ccsc2n1)Nc1ccc(F)cc1	2	6	1	0	8	-5	0	-0.7	-1
Cn1ccnc1SCC(=O)c1ccc(OC(F)F)cc1	-5	8	8	-4	-2	3	-9	0.4	1
COC(=O)c1cc(C)sc1NC(=O)CCc1ccccc1	4	-3	-3	-2	-7	2	0	-0.2	0
COc1cc2c(cc1OC)C(c1cc3ccc(C)cc3[nH]c1=O)N(C(=O)c1ccco1)CC2 (configuration not stated)	5	0	0	4	0	-3	6	-0.4	1
COc1ccc(NS(=O)(=O)c2ccc3c(c2)oc(=O)n3C)c(OC)c1	4	-1	0	2	7	-2	-5	1.7	3
CCOC(=O)CCNC(=O)Nc1cc2nc(C)n(Cc3cccc(Cl)c3)c2nc1C	0	-3	3	-1	-1	2	6	0.1	-5
COc1ccc(N/C=C/C(=O)c2ccc(OC)c(OC)c2)cc1	3	4	3	3	-2	1	2	-2.0	2
Cc1cc(C(F)(F)F)n(-c2nc(C(=O)NNS(=O)(=O)c3ccccc3)cs2)n1	8	-6	-1	-4	4	-3	0	4.7	-4

Some entries already given with just GLD-1 TGE inh and MEX-5 binding:
Structure | GLD-1 TGE inh | MEX-5 binding
COC(=O)c1cc(C)sc1NC(=O)CCc1ccccc1 | -3 | -0.2
CCOC(=O)CCNC(=O)Nc1cc2nc(C)n(Cc3cccc(Cl)c3)c2nc1C | 3 | 0.1
CCn1nnnc1-c1ccc(OC)c(S(=O)(=O)N2CCCCC2)c1 | 3 | 1.0
NCCOc1ccc(C2CCCCC2)cc1 | 3 | -1.5

Next entries:
SMILES	Bcl-xL primary	GSTO1 inh	GLD-1 TGE inh	PAD4 FP inh	PME-1 inh	TPT1 inhibitor	MCL1-BIM inh	MEX-5 binding	Fam108B counter
O=C(O)C1Nc2c(O)cccc2C2C=CCC12 (configuration not stated)	62*	61*	3	-3	14	15	90*	/	66*
Cc1c(C(=O)NCc2ccco2)sc2nc(-c3ccccc3)cn12	-1	-1	5	-1	-4	-2	1	-3.9	-1
CCOC(=O)C(Cc1ccc(OC)c([N+](=O)[O-])c1)NC(=O)CCC(=O)Nc1ccc(OC)cc1 (configuration not stated)	5	-6	-9	-5	3	2	-12	-1.5	6
CCc1ccc(OCC(=O)N(C)C2CCS(=O)(=O)C2)cc1 (configuration not stated)	8	5	2	1	-4	-1	-1	-3.0	2
C=CCN1C(=O)C(C(C)CC)NC1=S (configuration not stated)	4	-2	2	-2	1	-1	5	/	5
CC(C)[C@H](NC(=O)c1ccco1)C(=O)OCC(=O)c1ccc2c(c1)NC(=O)CO2	-8	-2	4	-6	-10	3	-18	0.2	3
CCc1cccc(C)c1NC(=O)c1ccc2c(c1)CCN2S(C)(=O)=O	3	2	-6	6	-3	-3	8	-0.2	-6
CCN(CCn1cccn1)C(=O)CCc1nnc(C2(c3ccc(Cl)cc3)CCC2)o1	5	3	5	-1	3	0	2	-0.6	5
O=C(Nc1nc2ccccc2s1)c1ccc(N2CCCCC2)c([N+](=O)[O-])c1	5	-9	5	-2	-25	-1	2	1.4	-9
Cc1c(CCOC(=O)CC23CC4CC(CC(C)(C4)C2)C3)sc[n+]1CC(=O)c1ccccc1	5	-8	2	-5	0	0	2	-2.6	0
O=C(COC(=O)C1=COCCO1)Nc1ccccc1	1	-6	-3	-5	0	-6	1	-0.3	3
Cc1[nH]c2ccccc2c1C(=O)COC(=O)Cn1c(C(F)(F)F)nc2ccccc21	3	2	3	-19	-5	-2	1	1.0	1
COCCNC(=O)CN(C(=O)CCC(=O)Nc1ccccn1)c1ccc(C)cc1C	7	0	-4	1	1	-3	4	-1.0	-1
CCOC(=O)C1CCCN(S(=O)(=O)c2ccc(Br)c(OC)c2)C1 (configuration not stated)	2	0	-7	2	-1	-2	2	-0.9	-2
COc1ccc(NC(=O)CSc2nc(C3CC3)nc3ccccc23)cc1	5	-10	3	5	6	-2	2	-0.9	-3
CCCCCCNC1=NCCS1	1	-4	-4	-3	5	0	0	0.4	-3
O=C1CCc2cc(NS(=O)(=O)c3ccc(F)cc3)cc3c2N1CC3	7	3	4	-3	0	-3	3	-16	-6
CCO[C@H]1OC(C(=O)NCc2nc3ccccc3[nH]2)=C[C@@H](c2cn(C(C)=O)c3ccccc23)[C@@H]1CCCO	2	0	-1	0	3	1	4	0.4	-1
CS(=O)(=O)NCCCc1ccccc1	6	4	1	-2	0	0	3	3.3	0
Cc1ccc(S(=O)(=O)N2CCOCC2)cc1NC(=O)Cn1nc(C)c([N+](=O)[O-])c1C	-2	-1	-4	-2	0	2	-1	-3.9	2
CCOCCCn1c(C)nc2c(c1=O)c1nc3ccccc3nc1n2-c1ccc2c(c1)OCCO2	4	-5	7	0	-4	-1	1	0.0	-3
Cc1ccc(S(=O)(=O)NC(CN2CCOCC2)=NCCNS(=O)(=O)c2ccccc2)cc1	6	4	1	2	-19	-1	0	0.6	1
CC(C)CN1C=C2C(=O)C(C)(OC(=O)C3CCCC3)C(=O)C=C2C=C1c1ccsc1 (configuration not stated)	20	25	10	-12	1	1	24	-2.4	1
COCCN1C=C2C(=O)C(C)(OC(=O)CCC(=O)OC)C(=O)C(Br)=C2C=C1c1ccc(OC)cc1 (configuration not stated)	37*	55*	18	-6	4	-3	44*	-18	3
COC(=O)c1ccc2c(=O)n(CCCCCC(=O)O)c(=S)[nH]c2c1	2	4	6	-1	-4	-2	-6	-2.4	3
Cc1ccc(C(C)C)c(OCCCN2CCc3ccccc3C2)c1	4	-3	-1	-10	-1	2	8	1.1	-2
Cc1ccc(CS(=O)(=O)Cc2ccc(C(=O)NC3CCCC3)o2)cc1	4	-5	2	-1	1	0	6	-1.6	-5
CC(C)NC(=O)c1ccc(COc2ccc(C(C)(C)C)cc2)o1	9	-1	-10	1	-7	-1	2	2.7	0
COc1ccc(CCN2C(=O)C3C4CC(C5C(C(N)=O)=NOC45)C3C2=O)cc1OC (configuration not stated)	1	7	3	-4	2	-2	7	-1.0	4
C=C(C)C(=O)Nc1nnc(-c2cccs2)s1	5	3	0	-3	-1	1	4	-1.4	1
O=C(NC(=S)NCc1ccccc1)c1ccc(Br)o1	1	5	5	-7	4	-5	2	-0.8	2
Nc1cc(C(=O)OCC(=O)NCc2ccco2)ccc1Cl	-4	2	5	-4	4	0	5	1.0	0
COCc1cc(Sc2ccc(Br)cc2)nc(-c2ccccc2)n1	4	-6	9	-6	-2	-4	4	0.5	-2
COc1ccc(OCC(=O)N/N=C/c2ccncc2)cc1	-4	2	-1	1	6	3	3	-2.6	9
Nc1nc2nc[nH]c2c(=O)[nH]1	2	-3	3	-3	-3	-6	-8	1.3	1
O=C(O)C1SCCN1S(=O)(=O)c1ccc2ccccc2c1 (configuration not stated)	6	2	-1	3	-1	-1	3	-0.1	-2
CCCOc1ccc(N2CC(C(=O)Nc3ccccc3C(=O)NCc3ccco3)CC2=O)cc1 (configuration not stated)	5	-4	6	-9	2	2	4	-3.6	-2
Cc1cccc(NC(=S)NC2CCCCCC2)c1C	2	-3	-4	-5	8	1	8	-1.3	0
Cn1c(=O)n(C)c2cc([N+](=O)[O-])c(N3CCN(CCO)CC3)cc21	7	8	2	-3	2	-4	6	0.6	-1
CCN(CC)S(=O)(=O)c1cc(NS(=O)(=O)c2cccc(Cl)c2)ccc1C	4	13	-4	-1	11	-5	4	-0.7	0

Pulled one by one from above:
SMILES	Bcl-xL primary	GSTO1 inh	GLD-1 TGE inh	PAD4 FP inh	PME-1 inh	TPT1 inhibitor	MCL1-BIM inh	MEX-5 binding	Fam108B counter
COCc1cc(Sc2ccc(Br)cc2)nc(-c2ccccc2)n1	4	-6	9	-6	-2	-4	4	0.5	-2
CCN(CC)S(=O)(=O)c1cc(NS(=O)(=O)c2cccc(Cl)c2)ccc1C	4	13	-4	-1	11	-5	4	-0.7	0
COCCNC(=O)CN(C(=O)CCC(=O)Nc1ccccn1)c1ccc(C)cc1C	7	0	-4	1	1	-3	4	-1.0	-1

The list is partial (hit frequency here may not be typical).
